Assay outcomes deposited in PubChem by National Center for Advancing Translational Sciences (NCATS).
ERG-DNA inh: blocks human ERG Ets domain binding to DNA; Potency, µM (titrated, usually from 76.9 µM), without a hit: top-dose FP activity, negative = inhibition, most hits filed as inhibitors; 0.028% of 370,000 active; fluorescence polarization, His-ERG Ets domain / labelled DNA; P11308; active = well fitted inhibition curve with a large enough effect in the polarisation, with a control signal flat; inconclusive = small, poorly fitted or top-dose-only effect, or effect the other way, or a change in a side signal; inactive = no such curve, though single readings can be large or run the other way; the % refers to the polarisation;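 note: polarization taken with two DNA probes labelled with fluorescein and Texas red; potency is the fitted concentration of half-maximal effect; % of control where 0% means no effect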
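His-tagged ERG Ets domain (1 uM in the protein solution; 300mM KCl, 50mM Tris-HCl, 1mM EDTA, 1mM DTT, pH 7.5) received compound, then a probe mix of 5 nM fluorescein-DNA and 100nM Texas-615-DNA. Fluorescence polarization was read for both dyes.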
D2 antag: D2 dopamine receptor (human) antagonism; HEK293 TREx D2 cells, calcium flux, dopamine EC80; inhibition, % at 10 µM; 2% of 340,000 active; in the data active = inhibition above about 30%; note: 0% is about no effect
Target sequence (P14416 whole entry, looked up): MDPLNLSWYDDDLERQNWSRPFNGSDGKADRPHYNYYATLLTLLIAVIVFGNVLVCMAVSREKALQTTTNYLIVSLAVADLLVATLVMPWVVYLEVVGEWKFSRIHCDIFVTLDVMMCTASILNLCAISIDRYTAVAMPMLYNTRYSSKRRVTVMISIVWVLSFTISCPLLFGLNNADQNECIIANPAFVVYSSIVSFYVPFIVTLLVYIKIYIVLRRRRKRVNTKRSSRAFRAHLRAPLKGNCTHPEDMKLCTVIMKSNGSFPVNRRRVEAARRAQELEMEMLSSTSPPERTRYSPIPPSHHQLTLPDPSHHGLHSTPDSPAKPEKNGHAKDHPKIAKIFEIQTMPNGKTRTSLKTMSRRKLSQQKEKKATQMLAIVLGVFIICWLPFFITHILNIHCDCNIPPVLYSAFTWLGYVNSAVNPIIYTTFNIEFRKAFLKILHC
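Measurement of antagonist activity uses fluorescent calcium dye in inducible HEK293 T-REx D2 cells: 10 s baseline, compound addition with 180 s read, EC80 dopamine addition with a further 180 s read.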
RGS4 inh: human RGS4 inhibition; AID 504845; Potency, µM (series often up to 114 µM), without a hit: at the top dose activity change, negative = inhibition, usual class: inhibitors; Transcreener GDP fluorescence polarization, RGS4-accelerated GTP hydrolysis; P49798; 0.039% of 390,000 active; note: potency is the fitted concentration of half-maximal effect; % is set by controls: 0 for no effect and ±100 for the full control effect; nearly all actives have a fitted effect of over 75% in size; some results filed as inactive show a strong effect at the top dose
Target sequence (P49798 whole entry, looked up): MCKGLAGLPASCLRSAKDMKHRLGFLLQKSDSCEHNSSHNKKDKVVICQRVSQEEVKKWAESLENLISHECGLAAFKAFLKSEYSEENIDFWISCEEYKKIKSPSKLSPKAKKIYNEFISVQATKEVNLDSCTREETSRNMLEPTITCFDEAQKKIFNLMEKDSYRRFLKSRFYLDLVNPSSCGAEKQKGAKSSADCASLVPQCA
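MLSMR compounds (23 nl, pin-transferred) preincubated 10 min at room temperature with a 500nM (2x) first reagent, then RGS4 at 900nM (2x) plus Transcreener GDP mix added; fluorescence polarization (620/688 nm) read before and after 90 min at 30 °C.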
D2 ag: activates the human D2 dopamine receptor. P14416. activation, % at 2 µM. HEK293 T-REx D2 cells, calcium flux agonist mode. AID 485358. 0.53% of 340,000 active;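 active = activation over 3 SD above normal in the single-dose calcium agonist read, cut at about 30% in these data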; note: 0% is about no effect
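In this primary screen, compounds producing a positive calcium signal within 180 s of addition to tetracycline-induced, force-coupled HEK293 Trex D2 cells are flagged; cells are dye-loaded with a no-wash calcium kit beforehand.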
Vif-APOBEC3F blk: inhibitors of Vif-A3F interaction; HeLa A3F-eYFP + Vif (tagged APOBEC3F with the HIV-1 protein that degrades it), YFP fluorescence increase; Potency, µM (series often up to 46.1 µM), for inactives: top-dose activity, negative = active; 0.2% of 390,000 active; note: potency is the fitted concentration of half-maximal effect; % of control where 0% means no effect; nearly all actives have a fitted effect of over 65% in size
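HeLa cells stably expressing A3F-eYFP plus Vif, plated and incubated overnight at 37 deg C, then exposed to compounds overnight at 37 deg C. Blocked degradation read as raised yellow fluorescence (Ex 488/Em 500-530).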
LDHA inh: inhibitors of human lactate dehydrogenase A | AID 1347041 | activity change, % (values are at about 110 or 230 µM) | purified LDHA, NADH/diaphorase-resazurin fluorescence; active compounds read low | 0.15% of 480,000 active; in the data active = activity change below about -30%; inconclusive = mostly about -25% to -30%;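 note: plate controls were DMSO wells for no effect and wells without enzyme for full effect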
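LDH5 2 nM; NADH 0.06 mM, pyruvate 0.2 mM; 200 mM Tris pH 7.4, EDTA, Tween-20; 5 min RT. Detection: diaphorase 0.133 mg/mL + resazurin 37 µM, fluorescence ex540/em590 at 0 and 20 min; normalized to enzyme-free and DMSO wells.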
ALOX12 inh: ALOX12 (human) lipoxygenase inhibition; AID 1671190; 1.1% of 580,000 active; Potency, µM (titrated, usually from 108 µM), without a hit: top-dose activity change, negative = inhibition, hits mostly inhibitors; P18054; purified 12hLO, xylenol orange hydroperoxide absorbance; note: potency is the fitted concentration of half-maximal effect; % is set by controls: 0 for no effect and ±100 for the full control effect
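Purified human 12hLO (150 nM final) in 25 mM Hepes, 0.01% Triton X-100, pH 7.0 was preincubated 15 min at room temperature with compound. Then 40 uM arachidonic acid was added, 30 min. Hydroperoxide was read by Fe-XO absorbance ratio 573/405 nm.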
GRP78 ERSR act: induces the endoplasmic reticulum stress response in human glioma cells. U87-MG GRP78 promoter luciferase reporter, 16 h. Potency, µM, for inactives: at the top dose activation, most hits filed as activators. 0.02% of 420,000 active. AID 602332; note: potency is the fitted concentration of half-maximal effect; series mostly up to about 76 µM; % of control where 0% means no effect; nearly all actives have a fitted effect of over 35% in size
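Stably transfected U87-MG human glioma cells carrying a GRP78-based luminescent sensor were seeded at 1000 cells/well, pin-dosed with compounds and incubated 16 h. Luciferase reagent was then added, and end-point luminescence was read after 10 min at room temperature.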
Vif-APOBEC3G blk: blocks the Vif interaction with human APOBEC3G; Potency, µM (titrated, usually from 46.1 µM), inactives show at the top dose activity, negative = active, most hits filed as inhibitors; 0.076% of 410,000 active; AID 602310; HeLa A3G-eYFP + Vif (tagged APOBEC3G with the HIV-1 protein that degrades it), YFP fluorescence, overnight;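 note: potency is the fitted concentration of half-maximal effect; % is set by controls: 0 for no effect and ±100 for the full control effect; nearly all actives have a fitted effect of over 60% in size; hits raise eYFP signal because A3G escapes Vif-driven loss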
Target sequence (Q9HC16 whole entry, looked up): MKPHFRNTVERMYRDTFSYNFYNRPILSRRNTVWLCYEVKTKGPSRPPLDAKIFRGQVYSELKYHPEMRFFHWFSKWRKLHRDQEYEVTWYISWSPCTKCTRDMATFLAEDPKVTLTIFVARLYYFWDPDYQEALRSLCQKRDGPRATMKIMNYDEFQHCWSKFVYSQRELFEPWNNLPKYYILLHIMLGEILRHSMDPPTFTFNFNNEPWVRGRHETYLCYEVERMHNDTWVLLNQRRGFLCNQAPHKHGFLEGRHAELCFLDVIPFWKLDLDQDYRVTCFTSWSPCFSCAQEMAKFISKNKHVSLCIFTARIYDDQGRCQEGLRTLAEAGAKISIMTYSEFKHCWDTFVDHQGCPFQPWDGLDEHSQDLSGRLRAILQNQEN
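HeLa cells stably expressing Vif and C-terminally eYFP-tagged A3G, seeded overnight at 37 deg C, then exposed to compound by pintool overnight at 37 deg C. Rise in yellow fluorescence (Ex 488/Em 500-530, Acumen) marks blocked Vif-driven A3G degradation.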
Numbers without * were called inactive; i = inactive; ? = inconclusive; / = no result given; [ ] = dose if it differs, or a comment. Unless noted, calls come from the whole dose curve; as a rule, active = well fitted curve in the direction sought with a large enough effect; inconclusive = small, poorly fitted or top-dose-only effect, or another doubt; inactive = no such curve, though single readings can be large; an effect the other way counts as inactive or inconclusive. This is a subset, so the mix of outcomes need not match the whole.

SMILES | ERG-DNA inh | D2 antag | RGS4 inh | D2 ag | Vif-APOBEC3F blk | LDHA inh | ALOX12 inh | GRP78 ERSR act | Vif-APOBEC3G blk
CCN(CC)C(c1ccc(C)cc1)c1nnnn1C1CCCCC1 (configuration not stated) | 0.1% | 9.8 | 7.5% | 0.2 | -9.5% | -6.6 | -38.1% | -3.6% | -7.0%
CCOc1ccc(NC(=O)c2c(NC(=O)c3ccccc3Br)sc3c2CCC(C)C3)cc1 (configuration not stated) | 2.1% | / | ? | -0.8 | -10.4% | -3.8 | -13.9% | -2.0% | 1.4%
COC(=O)c1sccc1NC(=O)C1CC(C)=C(C)CC1C(=O)O (configuration not stated) | 3.6% | -8.7 | 5.3% | -0.6 | -15.1% | -6.1 | ? | -9.2% | 0.5%
C/C(=N/NC(=O)c1nnn(-c2nonc2N)c1CSc1ccc(C)cc1)c1ccncc1 | / | / | / | / | -6.1% | -11.0 | 4.2% | -2.9% | -6.3%
COc1ccc(-c2cc(C(=O)NC3=NCCS3)c3ccccc3n2)cc1OC | -14.9% | 11.5 | -20.8% | 0.1 | 13.2% | -1.5 | 3.9% | 0.5% | -7.8%
CC(=O)Nc1ccc(NC(=O)CSc2nnc(-c3cccnc3)o2)cc1 | -10.5% | -7.9 | 14.5% | 0.3 | 1.2% | -6.2 | 3.5% | -4.6% | 3.1%
COC(=O)CCC(=O)Nc1ccc(Br)cc1 | 9.7% | 3.5 | -41.4% | -0.7 | -16.8% | -0.9 | 94.8%[activator] | -1.4% | -0.1%
CC(SC1=NCCS1)C(=O)Nc1nnc(-c2ccc(F)cc2)s1 (configuration not stated) | 3.3% | 10.8 | 15.7% | 0.7 | -0.7% | -4.7 | 0.3%[57.4 µM] | 1.7% | 1.2%
O=C(O)CC/C(=N\NC(=O)CNC(=O)c1cccc(Cl)c1)c1ccccc1 | -6.7% | -7.2 | 36.3% | 2.4 | 5.4% | -4.4 | 5.0% | -0.2% | 2.2%
CN(CC(=O)Nc1c(Cl)cccc1Cl)C(=O)c1cc(S(=O)(=O)N(C)C)ccc1N1CCCC1 | -0.8% | -8.7 | -19.0% | 0.0 | -11.9% | 1.9 | -0.1% | -0.4% | 0.0%
COc1ccc(OC)c(-c2nnc3n2N=C(c2ccc(OC)c(OC4CCOC4)c2)CS3)c1 (configuration not stated) | / | / | -20.4% | / | -6.6% | -2.5 | -15.3% | 5.3% | ?
O=C(Nc1ccc(Br)c2cccnc12)c1cccc2ccccc12 | 2.3% | / | 12.5% | / | -4.4% | 1.6 | -12.8% | -2.0% | -4.1%
CCC(C)(C)NC(=O)C(c1ccc(O)cc1)N(CCOC)C(=O)CCC(=O)Nc1nccs1 (configuration not stated) | 2.2% | -1.9 | -10.6% | 1.1 | -3.3% | -4.1 | 3.5% | -4.2% | 0.1%
COC(=O)c1c(NC(=O)CS(=O)(=O)c2ccccc2)sc(C)c1C | 5.0% | -6.8 | -4.2% | 0.3 | 4.8% | -1.7 | 2.1% | -2.5% | 0.2%
CC(C)c1ccc(C(=O)NCCCNC(=O)c2cnccn2)cc1 | 38.4%[activator] | -16.9 | 2.5% | 1.1 | 0.8% | -2.3 | -1.0% | -0.3% | ?
CC(C)Cn1c(=S)[nH]c2ccccc2c1=O | 0.5% | -10.4 | 7.7% | 1.0 | -9.1% | -0.2 | i | 2.0% | -3.4%
CSc1ncc(C(=O)NCc2ccccc2F)c(-c2ccccc2)n1 | 4.8% | / | -25.9% | -2.4 | -6.2% | -4.9 | -6.4% | -4.7% | 0.7%
S=C(Nc1ccc2nsnc2c1)N1CCCCC1 | -10.8% | -5.3 | -31.0% | 4.0 | 10.4% | 17.3 | ? | 1.1% | 0.0%
COc1ccc(-c2nc(SCC(=O)N3CCCC3)n[nH]2)cc1 | -2.1% | -11.1 | -3.0% | -0.7 | -10.2% | -2.8 | 5.6% | -0.7% | 3.1%
O=c1oc2cc(O[C@@H]3OC[C@@H](O)[C@H](O)[C@H]3O)ccc2c2ccccc12 | 7.0% | -3.6 | -13.2%[56.9 µM] | 1.3 | -27.8% | -2.7 | 0.0% | 2.6% | 0.4%
CC1CCCN(C(=O)Cn2c(=O)oc3ccccc32)C1 (configuration not stated) | 3.8% | 15.7 | -15.8%[56.9 µM] | 0.5 | -2.2% | -0.5 | 0.0% | -1.4% | -0.6%
COC(=O)c1ccccc1NC(=O)N1CCN(S(=O)(=O)c2ccc(Cl)cc2)CC1 | -5.4% | 19.7 | 3.5% | 0.7 | 2.1% | -0.5 | -11.6% | -1.8% | -0.6%
C/C(=N\NC(=O)c1ccc([N+](=O)[O-])cc1)c1cccc([N+](=O)[O-])c1 | -3.3% | -8.4 | -11.9% | -0.3 | -6.6% | -3.9 | -4.9% | -2.3% | 1.9%
COc1cccc(C=Nc2ccccc2C#N)c1O | -0.7% | 3.7 | -17.3% | 0.6 | 0.0% | 13.4 | -17.7% | -1.8% | 0.1%
COc1ccc2cc(CNc3ccc(OC)c(OC)c3)c(=O)n(CC(=O)Nc3ccccc3F)c2c1 | -2.3% | / | -45.3% | -0.3 | 4.2% | 16.2 | -14.0% | -4.7% | -9.4%
CCc1ccc(CNCc2cccs2)cc1 | -5.2% | -5.0 | 7.5% | -0.8 | 5.2% | -6.7 | 0.0% | 1.7% | 2.1%
CCc1ccc(N(C(=O)CNC(=O)c2ccco2)C(C(=O)NC2CCCC2)c2ccncc2)cc1 (configuration not stated) | -3.6% | 6.9 | -24.3% | -0.1 | -22.3% | -1.2 | 0.3% | 3.2% | -8.0%
COc1cc2cc(CN(Cc3nnnn3Cc3ccco3)C3CCCCC3)c(=O)[nH]c2cc1OC | 11.6% | -19.5 | -46.9% | -2.2 | -5.7% | -0.1 | ? | -3.0% | -6.2%
COc1ccc(N2C(=O)C3CCCN3C2c2ccccc2)cc1Cl (configuration not stated) | 1.3% | 12.6 | -20.4% | -0.1 | -3.4% | -12.1 | 0.0% | -3.2% | 1.2%
O=C(Nc1cc(S(=O)(=O)N2CCOCC2)ccc1N1CCCC1)C1COc2ccccc2O1 (configuration not stated) | -10.1% | -2.2 | 11.1% | -1.0 | -3.5% | -4.2 | -4.8% | -1.3% | -1.6%

Structures shown so far that contain fluorine, in the order listed:
SMILES | ERG-DNA inh | D2 antag | RGS4 inh | D2 ag | Vif-APOBEC3F blk | LDHA inh | ALOX12 inh | GRP78 ERSR act | Vif-APOBEC3G blk
CC(SC1=NCCS1)C(=O)Nc1nnc(-c2ccc(F)cc2)s1 (configuration not stated) | 3.3% | 10.8 | 15.7% | 0.7 | -0.7% | -4.7 | 0.3%[57.4 µM] | 1.7% | 1.2%
CSc1ncc(C(=O)NCc2ccccc2F)c(-c2ccccc2)n1 | 4.8% | / | -25.9% | -2.4 | -6.2% | -4.9 | -6.4% | -4.7% | 0.7%
COc1ccc2cc(CNc3ccc(OC)c(OC)c3)c(=O)n(CC(=O)Nc3ccccc3F)c2c1 | -2.3% | / | -45.3% | -0.3 | 4.2% | 16.2 | -14.0% | -4.7% | -9.4%

Other entries follow.
SMILES | ERG-DNA inh | D2 antag | RGS4 inh | D2 ag | Vif-APOBEC3F blk | LDHA inh | ALOX12 inh | GRP78 ERSR act | Vif-APOBEC3G blk
COc1ccc(CCC(=O)NC2CCCc3ccccc32)cc1OC (configuration not stated) | 2.1% | -2.2 | -1.6% | 1.8 | 3.9% | -3.0 | -22.2% | -2.3% | -3.2%
COc1cccc(CNC(=O)C2CCN(S(=O)(=O)c3ccc(C)cc3)CC2)c1 | -1.3% | / | 5.5% | / | 5.3% | -2.7 | ? | -1.7% | 0.3%
CC(=O)NCCc1nc2cc(NC(=O)c3cccc([N+](=O)[O-])c3)ccc2n1C | 10.6% | 0.6 | 5.5% | 0.3 | 5.4% | -0.4 | / | -2.5% | 0.4%
O=C(Nc1ccc(F)cc1)C1CCN(S(=O)(=O)c2ccc3c(c2)CCCN3C(=O)C2CCC2)CC1 | 0.7% | / | -11.4% | 0.8 | 4.0% | 7.9 | -29.6% | -2.3% | -1.3%
COc1ccc2c(c1)c(C(=O)CN1CCN(C(=O)c3ccco3)CC1)c(C)n2C | 2.4% | -11.0 | -13.9% | 0.4 | -7.8% | 2.6 | ? | -5.1% | 3.5%
CCC(=O)Nc1cc(C(=O)O)ccc1S(=O)(=O)c1ccc(C)cc1 | 12.1% | -6.3 | -30.6% | 0.8 | -13.2% | -7.7 | -13.8% | -3.3% | 1.3%
CCN(Cc1nc(-c2ccccc2)no1)C(=O)c1ccc2c(c1)OCO2 | -0.9% | -4.1 | 10.9% | -2.9 | 13.9% | -7.7 | -52.5% | -0.7% | 3.1%
S=C(Nc1ccccc1)Nc1ccc2cn[nH]c2c1 | -8.1% | 11.8 | -27.9% | -0.4 | -14.6% | 8.1 | 12.9% | 2.0% | -8.5%
O=c1[nH]nc(-c2ccccc2)c2ccccc12 | 0.9% | 18.9 | -3.4% | 3.8 | -10.6% | -3.7 | 24.6% | -3.3% | 4.5%
O=C(On1c(-c2ccccc2)nc2ccccc2c1=O)c1ccco1 | / | 8.8 | -6.9% | -1.1 | -5.0% | -5.5 | ? | -3.4% | -0.9%
